GRK2 aptamer HTS – blocks RNA aptamer binding to human GRK2 | P25098 | bead flow cytometry, FAM-aptamer displacement from GRK2 | inhibition of aptamer binding, % at 10 µM | hit rate 0.59% among 330,000;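 active means inhibition of aptamer binding above 40%, roughly 3 SD of noise, on plates passing a quality check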;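 further: median bead fluorescence of bound FAM aptamer so fluorescent compounds give negative values; no value below 0 was filed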
Target sequence (P25098 whole entry, looked up): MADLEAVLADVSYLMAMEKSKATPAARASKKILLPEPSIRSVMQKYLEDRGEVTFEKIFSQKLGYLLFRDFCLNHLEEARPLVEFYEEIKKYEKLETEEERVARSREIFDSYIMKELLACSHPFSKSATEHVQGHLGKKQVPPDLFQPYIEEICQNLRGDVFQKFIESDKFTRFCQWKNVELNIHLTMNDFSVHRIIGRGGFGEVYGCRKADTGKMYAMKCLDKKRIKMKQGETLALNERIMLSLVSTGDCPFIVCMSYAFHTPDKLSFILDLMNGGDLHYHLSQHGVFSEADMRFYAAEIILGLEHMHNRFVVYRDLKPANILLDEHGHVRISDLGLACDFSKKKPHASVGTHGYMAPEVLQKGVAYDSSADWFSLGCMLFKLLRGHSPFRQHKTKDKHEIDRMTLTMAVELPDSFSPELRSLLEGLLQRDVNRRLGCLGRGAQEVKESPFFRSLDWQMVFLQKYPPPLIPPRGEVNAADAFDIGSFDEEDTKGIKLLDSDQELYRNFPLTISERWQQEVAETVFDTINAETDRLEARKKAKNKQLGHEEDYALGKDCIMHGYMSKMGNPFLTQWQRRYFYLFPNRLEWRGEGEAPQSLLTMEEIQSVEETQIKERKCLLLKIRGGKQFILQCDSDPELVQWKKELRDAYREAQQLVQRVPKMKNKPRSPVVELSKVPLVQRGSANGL
LAP4 TOR yeast – alters LAP4-GFP fluorescence in TOR pathway yeast screen | GFP response vs DMSO, % at 10 µM | hit rate 0.34% among 320,000 | AID 2023 | S. cerevisiae LAP4-GFP multiplex, flow cytometry GFP, 3 h; median GFP as percent of DMSO wells;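 active means GFP response vs DMSO above a set limit, about the screen mean plus 3 SD, cut at about 150% in these data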
VLA-4 inh – inhibition in a human VLA-4 binding assay | P13612 | VLA-4 expressing cells, ligand binding flow cytometry | inhibition, % (about 7 µM as worked out from the volumes in the protocol) | hit rate 0.2% among 330,000; in the data active means inhibition above about 50%
AGP1-GFP MLPCN – yeast TOR pathway AGP1-GFP modulation; hit rate 0.02% among 320,000; AID 2066; GFP response vs DMSO, % at 10 µM; S. cerevisiae AGP1-GFP multiplex flow cytometry, 3 h; GFP as percent of DMSO wells;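 active means GFP response relative to DMSO above a set limit, near screen average plus 3 SD, cut at about 150% in these data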;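 further: median GFP channel fluorescence of the gated AGP1 strain per well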
RPL19A-GFP yeast – modulators of TOR pathway RPL19A-GFP in S. cerevisiae. S. cerevisiae RPL19A-GFP strain, flow cytometry, 3 h; hits give low values. percent response vs DMSO, % at 10 µM. hit rate 0.3% among 330,000;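 active means percent response vs DMSO below 50%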;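 further: median channel GFP fluorescence of the barcoded RPL19A-GFP strain; ratio of sample median GFP to plate DMSO average so 100% = DMSO; lower means less RPL19A-GFP as with rapamycin TOR inhibition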
MEP2 TOR yeast – yeast TOR pathway MEP2-GFP modulation; S. cerevisiae MEP2-GFP strain, flow cytometry GFP, 3 h; 100% = DMSO control level; GFP response vs DMSO, % at 10 µM; hit rate 0.51% among 330,000;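 active means GFP response versus DMSO above a set limit, roughly screen mean plus 3 SD, cut at about 180% in these data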;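 further: median GFP fluorescence of the barcode-gated MEP2-GFP cells per well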
GASC-1 inh – inhibitors of human GASC-1 (JMJD2C) demethylase; hit rate 0.069% among 330,000; GST-JMJD2C(1-420) H3K9me3 demethylation, DELFIA europium; AID 2099; inhibition, % at 2.35 µM; Q9H3R0;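 active means more than half of a compound's replicate wells show inhibition beyond 50%, single wells judged on their own value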;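 further: signal counts dimethyl H3K9 product captured on neutravidin plate; 0% = median of DMSO wells and 100% = 0.3 times that DMSO median; strong numbers were not always called active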
Target sequence (Q9H3R0 1-420 limits assumed): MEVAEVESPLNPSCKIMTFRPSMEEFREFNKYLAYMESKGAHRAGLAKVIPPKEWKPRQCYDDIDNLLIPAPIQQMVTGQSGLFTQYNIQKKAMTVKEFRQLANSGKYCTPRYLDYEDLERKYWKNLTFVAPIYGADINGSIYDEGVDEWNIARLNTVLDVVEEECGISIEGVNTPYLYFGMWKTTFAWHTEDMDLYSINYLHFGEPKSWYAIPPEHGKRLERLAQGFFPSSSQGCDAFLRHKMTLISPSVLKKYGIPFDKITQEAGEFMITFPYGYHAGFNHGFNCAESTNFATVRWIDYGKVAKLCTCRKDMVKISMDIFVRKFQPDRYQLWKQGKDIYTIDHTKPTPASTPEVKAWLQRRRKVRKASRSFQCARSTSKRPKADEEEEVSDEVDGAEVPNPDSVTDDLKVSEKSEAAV
CIT2-GFP yeast – yeast TOR pathway CIT2-GFP modulation | hit rate 0.065% among 320,000 | S. cerevisiae CIT2-GFP strain, flow cytometry, 3 h; 100 means same as DMSO wells | GFP response vs DMSO, % at 10 µM | AID 2029;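 active means GFP response relative to DMSO above a set limit, near the screen mean plus 3 SD, cut at about 150% in these data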;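 further: ratio of well median GFP fluorescence to mean of DMSO wells on the plate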
Starred values were filed as active, the others as inactive; i = inactive; . = no result given; & = joins results of further samples.

SMILES | GRK2 aptamer HTS | LAP4 TOR yeast | VLA-4 inh | AGP1-GFP MLPCN | RPL19A-GFP yeast | MEP2 TOR yeast | GASC-1 inh | CIT2-GFP yeast
CCOC(=O)c1oc2ccccc2c1CN1CC(C)OC(C)C1 (stereo not drawn) | 4 | 107 | -3 | 105 | 101 | 100 | 7 | 103
CCn1c(SCC(=O)O)nc2sc3c(c2c1=O)CCC3 | 35 | 89 | 1 | 95 | 93 | 97 | -20 | 97
Cc1ccn2c(C(=O)c3ccc(Cl)cc3)cnc2c1 | 1 | 108 | 2 | 96 | 97 | 100 | 4 | 87
Cc1cccc(C(=O)Nc2cccc(-c3ccc4nncn4n3)c2)c1 | 3 | 101 | 2 | 101 | 93 | 94 | -8 | 93
COc1ccccc1N1CCN(C(c2cccs2)C(C)NC(=O)C(=O)N2CCOCC2)CC1 (stereo not drawn) | 3 | 86 | 26 | 98 | 98 | 107 | 13 | 103
CCCCNC(=S)N1CCN(C(c2ccccc2)c2ccccc2)CC1 | 2 | 90 | 5 | 94 | 90 | 89 | -2 | 93
Cc1c(C(=O)O)oc2ccc(S(=O)(=O)NCc3ccccc3)cc12 | 3 | 104 | -8 | 107 | 101 | 110 | 13 | 111
C/C(=N/NC(=O)CNC(=O)/C=C/c1ccco1)c1ccc(Cl)cc1 | 2 | 108 | 5 | 117 | 97 | 99 | 4 | 109
Cc1ccc(C)c(CN2C(=O)c3ccccc3S(=O)c3ccc(C(=O)NCCCN4CCCC4)cc32)c1 (stereo not drawn) | 0 | 87 | 16 | 99 | 97 | 99 | -13 | 96
Cc1ccc(S(=O)(=O)NC(CC(=O)O)c2ccccc2)cc1 (stereo not drawn) | 5 | 110 | -9 | 113 | 104 | 104 | 35 | 105
COc1cc(NC(=O)CCNC(=O)Cn2cnc3sc4c(c3c2=O)CCCC4)cc(OC)c1OC | 0 | 98 | -1 | 97 | 102 | 104 | 10 | 102
Cc1cccc[n+]1CC(=O)Nc1ccccc1 | 1 | 98 | -8 | 103 | 106 | 107 | -13 | 106
CC1(C)C=Cc2cc3ccc(=O)oc3cc2O1 | 6 | 103 | -10 | 96 | 96 | 100 | -4 | 96
Cc1ccc([N+](=O)[O-])cc1S(=O)(=O)NCC1COc2ccccc2O1 (stereo not drawn) | 54* | 92 | 0 | 88 | 92 | 95 | 25 | 99
Cc1ccc(-c2ccc(=O)n(CC(=O)NCCN(CC(C)C)CC(C)C)n2)cc1 | 0 | 101 | 12 | 96 | 99 | 105 | 10 | 102
COc1ccc(C(=O)Oc2ccc(N(C)S(=O)(=O)c3ccccc3)cc2)cc1[N+](=O)[O-] | 1 | 93 | -6 | 92 | 104 | 99 | -11 | 94
Cc1noc(C(=O)Nc2ccc(F)c(Cl)c2)c1Cl | 0 | 93 | 4 | 95 | 99 | 98 | 0 | 100
Cc1cc(Nc2ccccc2)c2c([N+](=O)[O-])ccc(C)c2n1 | 0 | 101 | -5 | 94 | 103 | 120 | -31 | 118
OCCC1CN(Cc2cnc(N3CCCC3)s2)CCN1C1CCCC1 (stereo not drawn) | 0 | 104 | 10 | 100 | 100 | 97 | 33 | 105
O=C(Cc1ccccc1)N/N=C/c1cc2c(cc1Cl)OCO2 | 0 | 106 | -8 | 101 | 103 | 97 | 8 | 97
COCCNC(=O)NC(=O)CN1CCCc2ccccc21 | 0 | 90 | 4 | 99 | 101 | 102 | 4 | 94
O=C(COC(=O)CNC(=O)c1ccc(Br)o1)Nc1ccc2c(c1)OCCO2 | 4 | 103 | -5 | 105 | 99 | 98 | 3 | 95
COCCn1c(SCC(=O)Nc2cccnc2Cl)nc2cc(Cl)ccc2c1=O | 4 | 107 | 6 | 104 | 100 | 102 | 18 | 104
Cc1ccc(CN=C2Nc3ccccc3CS2)cc1 | 1 | 97 | 29 | 100 | 99 | 103 | 13 | 92
COc1ccc(C2=Nn3c(nnc3-c3ccccc3OC)SC2)cc1OC1CCOC1 (stereo not drawn) | 0 | 100 | 15 | 109 | 114 | 103 | -3 | 111

4 structures from above, sorted by molecular weight, rising.
SMILES | GRK2 aptamer HTS | LAP4 TOR yeast | VLA-4 inh | AGP1-GFP MLPCN | RPL19A-GFP yeast | MEP2 TOR yeast | GASC-1 inh | CIT2-GFP yeast
COCCNC(=O)NC(=O)CN1CCCc2ccccc21 | 0 | 90 | 4 | 99 | 101 | 102 | 4 | 94
CCOC(=O)c1oc2ccccc2c1CN1CC(C)OC(C)C1 (stereo not drawn) | 4 | 107 | -3 | 105 | 101 | 100 | 7 | 103
Cc1ccc([N+](=O)[O-])cc1S(=O)(=O)NCC1COc2ccccc2O1 (stereo not drawn) | 54* | 92 | 0 | 88 | 92 | 95 | 25 | 99
COc1ccc(C2=Nn3c(nnc3-c3ccccc3OC)SC2)cc1OC1CCOC1 (stereo not drawn) | 0 | 100 | 15 | 109 | 114 | 103 | -3 | 111

Next results:
SMILES | GRK2 aptamer HTS | LAP4 TOR yeast | VLA-4 inh | AGP1-GFP MLPCN | RPL19A-GFP yeast | MEP2 TOR yeast | GASC-1 inh | CIT2-GFP yeast
Fc1ccc(-c2cc(-c3cccs3)cc(-c3ccccc3)n2)cc1 | 0 | 106 | 0 | 102 | 98 | 88 | 6 | 90
O=C(Cn1[nH]c(=O)c2ccccc2c1=O)OCC(=O)N1CCc2ccccc2C1 | 0 | 94 | 12 | 97 | 96 | 91 | 7 | 101
COc1ccc(-c2cc3ccc(O)cc3oc2=O)cc1 | 1 | 106 | -15 | 91 | 99 | 104 | 13 | 91
COc1cc(NS(=O)(=O)c2cn(C)cn2)cc(OC)c1 | 0 | 108 | 2 | 108 | 104 | 96 | 2 | 106
COc1cccc(C2=NOC(C(=O)Nc3ccc4c(c3)OCO4)C2)c1 (stereo not drawn) | 1 | 102 | 8 | 93 | 100 | 107 | -1 | 101
Cc1ccc(C(=O)N2CCN(c3ccc([N+](=O)[O-])c(N4CCOCC4)c3)CC2)cc1 | 0 | 80 | -22 | 96 | 104 | 86 | 7 | 92
Cc1cc([N+](=O)[O-])ccc1-c1ccc(/C=N/NC(=O)c2ccc(Br)o2)o1 | 0 | 89 | 2 | 99 | 108 | 97 | 4 | 98
COc1ccc(-c2nc(NC(=O)CSc3nnc(C)s3)ns2)cc1 | 0 | 106 | -1 | 99 | 96 | 100 | 3 | 97
COc1ccc(C(=O)N/C(=C\c2ccccc2)C(=O)NC(CC(C)C)C(=O)O)cc1 (stereo not drawn) | 2 | 89 | 8 | 98 | 104 | 105 | 3 | 102
O=C(O)c1ccc2c(c1)C(=O)N(c1cccc(C(=O)/C=C/c3ccccc3)c1)C2=O | 5 | 122 | -5 | 101 | 95 | 99 | -1 | 95
CCOc1cc(/C=C/c2nc3ccccc3s2)ccc1OCC(=O)N1CCOCC1 | 0 | 110 | 16 | 100 | 96 | 103 | -1 | 101
O=C(Nc1ccc(N2CCN(C(=O)c3ccco3)CC2)c(Cl)c1)c1cccnc1 | 0 | 104 | 15 | 98 | 95 | 101 | 0 | 86
CCCN(CC(=O)Nc1ccccc1C)C(=O)C1CCCN(C(=O)c2ccc(Cl)cc2)C1 (stereo not drawn) | 0 | 106 | 50* | 106 | 100 | 104 | 10 | 106
COc1ccc(C(=O)/C=C/c2ccsc2)cc1CSCC(=O)O | 5 | 80 | 1 | 88 | 101 | 101 | -3 | 89
CC1(C)N([O-])C(c2ccccc2)=C[N+](=O)C1(C)C | 2 | 101 | -2 | 100 | 98 | 99 | -2 | 103
CCn1c(SCC(=O)Nc2ccc(OC)cc2)nc2c(c1=O)SCC2 | 0 | 99 | -1 | 97 | 97 | 96 | 0 | 96
O=c1[nH]c(C2CCN(S(=O)(=O)c3ccccc3)CC2)nc2c1nnn2Cc1c(F)cccc1Cl | 1 | 106 | -4 | 99 | 102 | 103 | -13 | 96
Cc1ccc(-c2n[nH]c(=O)c3ccccc23)cc1S(=O)(=O)NC(C)(C)C | 8 | 103 | 10 | 106 | 104 | 103 | -12 | .
CC(C)OC(=O)CSc1nnc(-c2ccccn2)n1-c1ccccc1 | 0 | 99 | 0 | 102 | 104 | 105 | -6 | 95
COc1ccccc1N(CC(=O)NCCC1=CCCCC1)S(=O)(=O)c1ccccc1 | 0 | 98 | -13 | 100 | 98 | 96 | 0 | 99
O=C(COn1nnc2ccc(C(F)(F)F)cc21)Nc1c(Cl)cccc1Cl | 0 | 97 | -8 | 101 | 106 | 101 | 1 | 104
Cc1ccc(-c2nnn(CC(=O)N(CC(=O)NC3CCCC3)c3cnc4ccccc4c3)n2)o1 | 4 | 98 | 17 | 101 | 106 | 106 | -14&-1 | 102
O=C(N/N=C/c1cccnc1)c1cc(-c2ccccc2Cl)nc2ccccc12 | 0 | 76 | -3 | 90 | 102 | 96 | 2 | 99
COc1cccc(OC)c1C(=O)OCC(=O)NC(=O)NCc1ccccc1 | 2 | 95 | 4 | 102 | 103 | 107 | -2 | 103
Cc1cnc(C(=O)OCC(=O)NCCc2ccccc2)cn1 | 0 | 93 | 9 | 102 | 101 | 96 | -4 | 103
SMILES | GRK2 aptamer HTS | LAP4 TOR yeast | VLA-4 inh | AGP1-GFP MLPCN | RPL19A-GFP yeast | MEP2 TOR yeast | GASC-1 inh | CIT2-GFP yeast
COc1ccc(S(=O)(=O)NC(CC(=O)NCC2CCCO2)c2ccco2)cc1 (stereo not drawn) | 3 | 97 | 11 | 96 | 100 | 91 | 9 | 89
CC(NC(=O)[C@H](C)N1C(=O)N2CCc3c([nH]c4ccccc34)[C@@]2(C)C1=O)c1ccccc1 (stereo partly drawn) | 0 | 101 | -14 | 103 | 101 | 105 | 1 | 103
CN(CC(=O)NCCc1ccc(S(N)(=O)=O)cc1)Cc1c(F)cccc1Cl | 2 | 95 | 27 | 99 | 105 | 104 | 16 | 106
Cc1c(NC(=O)c2cc3c(s2)-c2ccccc2OC3)cccc1[N+](=O)[O-] | 0 | 96 | -25 | 92 | 95 | 99 | 19 | 92
CC1(C)C2([N+](=O)[O-])CN(CCO)CC1([N+](=O)[O-])CN(CCO)C2 | 0 | 88 | 14 | 88 | 93 | 91 | -28 | 80
CCn1c(COc2ccc(Cl)cc2)nnc1SCc1ccc(C#N)cc1 | 1 | 120 | -18 | 101 | 98 | 123 | 6 | 89
Cc1ccccc1-c1nc(CN(Cc2c(C)nn(C)c2C)C2CC2)c(C)o1 | 0 | 105 | 3 | 106 | 92 | 100 | 5 | 92
CC1(c2ccc3c(c2)OCO3)NC(=O)N(CC(=O)c2ccc[nH]2)C1=O (stereo not drawn) | 1 | 109 | -4 | 109 | 103 | 97 | 0 | 107
CC(=O)NCC1(O)CCCC(C)C1 (stereo not drawn) | 0 | 110 | 3 | 105 | 103 | 101 | 16 | 102
CN(C)c1ccc(C(=S)N2CCN(C(=S)Nc3cccc4ccccc34)CC2)cc1 | 0 | 101 | 4 | 104 | 101 | 103 | 11 | 103
CCN(CC)S(=O)(=O)c1ccc2[nH]cc(C(=O)NCCCN3CCCCC3)c(=O)c2c1 | 0 | 98 | 1 | 106 | 102 | 99 | 1 | 104
CCOC(=O)c1sc(=S)n(CC)c1NC(=O)CC | 0 | 101 | -5 | 104 | 101 | 100 | 12 | 99
O=C(CCS(=O)(=O)c1ccc(Cl)cc1)Nc1nnc(-c2ccco2)o1 | 3 | 106 | 4 | 112 | 97 | 99 | -5 | 86
COc1cc(-c2nc(-c3cccc(C(F)(F)F)c3)no2)cc(OC)c1OC | 0 | 98 | -4 | 106 | 101 | 100 | i | 109
Cc1ccc(NC(=O)CCC(=O)c2ccc(Br)cc2)cc1 | 0 | 112 | 1 | 109 | 103 | 109 | 4 | 112
Cc1ccc(CNC(=O)c2cncc(Br)c2)cc1 | 2 | 104 | 41 | 105 | 104 | 108 | 28 | 101
Cc1nc2ccccn2c1C(=O)N/N=C/c1cc(C)n(-c2ccc(Cl)cc2)c1C | 0 | 97 | -4 | 102 | 102 | 99 | 28 | 91
CCCCCC(N)=O | 4 | 110 | -12 | 112 | 105 | 105 | 4 | 95
O=S(=O)(O)c1ccc(N=Nc2ccccc2)cc1 | 4 | 92 | 2 | 98 | 106 | 101 | -8 | 103

Source: PubChem BioAssay
